# Source: PubChem
# BoNT A protease: blocks Botulinum neurotoxin A light chain protease; 360,000 compounds, 0.17% hits; multiplex microsphere protease substrate cleavage, flow cytometry; inhibition, % at 10 µM; AID 588499; in the data active = inhibition above about 30%; inconclusive = no clear call, values can overlap the other calls; note: plate controls were buffer without enzyme for full effect and enzyme alone for no effect
# Mtb UGM inh: inhibitors of M. tuberculosis UDP-galactopyranose mutase; P9WIQ1; purified UGM, fluorescence polarization probe displacement; inhibition, % at 10 µM; 320,000 compounds, 0.06% hits; AID 504406; in the data active = inhibition above about 10%, passing the limit was not always enough; inconclusive = no clear call, values can overlap the other calls
# Target sequence (P9WIQ1 whole entry, looked up): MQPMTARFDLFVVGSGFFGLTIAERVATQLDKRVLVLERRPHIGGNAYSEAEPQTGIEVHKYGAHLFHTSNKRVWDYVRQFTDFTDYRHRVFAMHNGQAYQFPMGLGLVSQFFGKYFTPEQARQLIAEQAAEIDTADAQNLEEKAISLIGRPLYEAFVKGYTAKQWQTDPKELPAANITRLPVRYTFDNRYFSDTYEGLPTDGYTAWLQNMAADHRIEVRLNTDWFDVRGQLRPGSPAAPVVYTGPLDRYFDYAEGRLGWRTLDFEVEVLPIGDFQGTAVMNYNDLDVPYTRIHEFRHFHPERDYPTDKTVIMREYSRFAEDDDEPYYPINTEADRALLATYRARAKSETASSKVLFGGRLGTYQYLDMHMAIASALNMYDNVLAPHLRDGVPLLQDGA
# Mtb BioA inh: blocks M. tuberculosis BioA enzyme activity; AID 602481; 360,000 compounds, 0.096% hits; purified M. tuberculosis BioA enzyme, plate reader; inhibition, % at 9.99 µM; in the data active = inhibition above about 40%; inconclusive = no clear call, values can overlap the other calls
# BoNT F protease: blocks Botulinum neurotoxin F light chain protease. Multiplex microsphere protease cleavage assay, flow cytometry. inhibition, % at 10 µM. 360,000 compounds, 0.22% hits. AID 588497; in the data active = inhibition above about 35%, passing the limit was not always enough; inconclusive = no clear call, values can overlap the other calls; note: plate controls were buffer without enzyme for full effect and enzyme alone for no effect
# FBA Mtb inh: inhibits M. tuberculosis FBA enzyme; P9WQA3; purified M. tuberculosis FBA, fluorescence read-out; inhibition, % at 1 µM; 360,000 compounds, 2.3% hits; AID 588726; in the data active = inhibition above about 27%;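 note: 0% = vehicle and 100% = reference inhibitor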
# Target sequence (P9WQA3 whole entry, looked up): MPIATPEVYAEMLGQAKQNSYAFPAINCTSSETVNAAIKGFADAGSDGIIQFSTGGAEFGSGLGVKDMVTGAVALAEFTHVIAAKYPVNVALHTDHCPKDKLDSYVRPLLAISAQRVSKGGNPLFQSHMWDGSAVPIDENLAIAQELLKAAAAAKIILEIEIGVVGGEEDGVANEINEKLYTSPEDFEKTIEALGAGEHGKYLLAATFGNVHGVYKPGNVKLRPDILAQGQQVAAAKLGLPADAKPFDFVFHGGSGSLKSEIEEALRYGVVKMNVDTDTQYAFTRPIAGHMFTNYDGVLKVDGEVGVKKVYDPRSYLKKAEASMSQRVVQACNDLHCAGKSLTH
# FadD28 FP inh: blocks FadD28 binding to the bisubstrate probe | fluorescence polarization | inhibition, % at 12.5 µM | 360,000 compounds, 0.22% hits; in the data active = inhibition above about 8.5%, passing the limit was not always enough; inconclusive = no clear call, values can overlap the other calls
# CCHF vOTU inh: CCHFV vOTU protease inhibition | Pep-AMC fluorescence | 370,000 compounds, 0.55% hits | inhibition, % at 11.5 µM | AID 651958; note: 0% = vehicle wells with enzyme and 100% = no enzyme wells
# PrPC surface inh: reduces human prion protein on the cell surface. P04156. cell surface PrPC, TR-FRET read-out. inhibition, % at 13.8 µM. 370,000 compounds, 0.43% hits. AID 720596; in the data active = inhibition above about 24%; note: 0% = median of the test wells and 100% = reference compound wells
# GDH-TPI inh: GDH-TPI coupled enzyme inhibition counter-screen. GDH-TPI coupled enzyme counterscreen, NADH absorbance. AID 588335. 360,000 compounds, 1.2% hits. inhibition, % at 4.8 µM;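 note: 0% = DMSO wells and 100% = wells lacking the enzyme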
# * hit, by the source's call; ? = inconclusive; nt = not tested or not shown; & = joins results of further samples. Cut-off read from the data, not from the text of the source, unless noted: active = inhibition above about 30%; inactive = the rest.
SMILES	BoNT A protease	Mtb UGM inh	Mtb BioA inh	BoNT F protease	FBA Mtb inh	FadD28 FP inh	CCHF vOTU inh	PrPC surface inh	GDH-TPI inh
CCC(=O)N1c2ccccc2-c2nnc(SC)nc2OC1c1ccc(OC)c(OC)c1 (configuration not stated)	0.4	0.4	0.6	-3	-1	-1.7	6	-12	21
COCCNc1nnnc2c1sc1nc(N3CCOCC3)c3c(c12)CC(C)(C)OC3	-0.2	0.8	0.3	-3	1	-0.5	-3	9	8
Cc1ccc(-n2ncc(C(=O)Nc3cc(Cl)ccc3Cl)c2C2CCNCC2)cc1	1.4	3.2	nt	-8	0	-2.2	15	-17	-2
CCN1CCN(c2ncnc3sc(C)c(-c4ccccc4)c23)CC1	1.7	-0.6	-0.4	-3	-1	-0.2	-6	-7	1
Cn1ncc(Br)c1NC(=O)Nc1ccc(OC(F)(F)F)cc1	-0.8	-2.0	nt	-6	1	0.1	-6	15	-6
C=CCSc1nc(Cc2ccc(Cl)cc2)nc2ccccc12	?	0.3	-0.1	-5	-1	-1.3	1	0	-1
Cc1nn2c(N3CCN(C)CC3)cc(C(C)(C)C)nc2c1-c1ccccc1	-0.8	-0.5	1.2	-4	5	-1.6	2	-7	4
CC(=O)OC1CC2(C)C(=O)CCC2C2CCc3cc(O)ccc3C12 (configuration not stated)	-1.1	-1.7	5.0	-3	-3	-0.2	2	-7	3
CCn1cc(C(=O)N2CCCC(C(=O)c3cccc(C(F)(F)F)c3)C2)cn1 (configuration not stated)	0.0	nt	0.2	-10	-2	-4.3	-4	-3	6
Cc1cccn2cc(-c3ccc4c(c3)NC(=O)CO4)nc12	-0.2	-0.4	0.5	4	8	0.8	-3	-7	0
COc1ccc(S(=O)(=O)n2oc(=O)cc2-c2ccccc2)cc1	0.4	0.7	0.0	4	25	-0.3	9	8	0
NS(=O)(=O)c1cc2c(cc1Cl)NC=NS2(=O)=O	-0.7	1.4	-0.5	-9	-2	-1.7	2	0	12
COc1ccc(CN(C(=O)c2ccc3c(c2)OCCO3)C(C(=O)NC2CCCCC2)c2ccc3ncccc3c2)cc1 (configuration not stated)	0.9	-0.3	-2.0	8	-2	-0.6	-23	-4	6
CCCCC[C@H]1CN(C2CCCCC2)C(=O)[C@@H]1CC(=O)NCc1ccc(OC)cc1	0.0	1.2	3.2	0	-4	-4.7	18	2	2
Cc1cc(-c2ccc(C(C)C)c(S(=O)(=O)Nc3ccccn3)c2)on1	9.4	-1.1	0.2	8	18	-2.3	-8	1	-3
COC(=O)C(NC(=O)C(CC(C)C)NC(=O)C1CCC(C)CC1)C(C)C (configuration not stated)	1.1	-1.8	nt	16	-2	-1.4	-5	3	7
CS(=O)(=O)Nc1ccccc1C(=O)NC1CC2CCC1C2 (configuration not stated)	nt	0.9	1.4	-1	37*	-1.2	-14	7	4
COc1ccc(-c2nc3ccccc3n2OCC(=O)O)cc1	-2.3	-2.9	nt	-13	0	0.7	3	-3	6
COc1ccc(C2NC(=O)NC(C)=C2C(C)=O)cc1 (configuration not stated)	1.4	-2.7	0.4	-12	0	-1.5	22	2	-6
CCOC(=O)N1CCN(C(=O)CSc2nc3c([nH]c4ccccc43)c(=O)n2CCOC)CC1	1.1	-1.1	0.5	-2	-2	-4.0	-6	-9	-1
CC1=[N+]([O-])C(C)(C)N(O)C1(C)C	?	2.5	nt	?	1	-2.9	-14	-1	-5
COc1ccccc1NC(=O)Cn1cc(C(=O)c2ccco2)c2ccccc21	0.5	-0.3	2.2	-3	1	-2.5	-5	21	23
COc1ccc(N2CCN(C(=O)Cn3nnc(-c4ccc(OC)c(OC)c4)n3)CC2)cc1	1.6	-0.3	-1.0	-6	6	-0.1	-13	-8	16
O=C(Nc1nccs1)c1ccc2sc([C@H]3C[C@H](O)[C@@H](CO)O3)nc2c1	0.1	nt	1.3	1	2	-1.7	-18	-3	2
COc1ccc(N(C(=O)c2ccco2)C(C(=O)NC2CCCC2)c2ccc(C)cc2)c(OC)c1 (configuration not stated)	-2.4	nt	-0.4	-5	1	nt	6	3	-4
COc1cc2[nH]c(=O)n(CCCCCC(=O)NCCc3c[nH]c4ccccc34)c(=O)c2cc1OC	-0.1	2.7	-0.3	2	6	-1.9	-1	5	8
Cc1cc(OC(=O)c2c(C)cc(O)cc2O)cc(O)c1C(=O)O	0.0	3.7	0.7	5	-3	-5.4	6	-3	-4
O=C(C/C=N\OCc1ccc(Cl)cc1Cl)Nc1ccccc1	-0.3	0.4	nt	-2	3	-1.2	11	2	15
CC(C)(C)c1ccc(NC(=O)N2CCCN(c3ccc([N+](=O)[O-])cn3)CC2)cc1	-3.5	-3.0	0.0	?	-1	-2.0	2	-4	20
c1ccc(COc2ccc(Nc3ncnc4nc[nH]c34)cc2)cc1	-0.3	2.8	11	-16	0	-1.7	-1	3	4
CCOP(=O)(OCC)C(NC(=O)Nc1ccc(Cl)cc1)C(N)=O (configuration not stated)	0.6	3.5	nt	-1	0	-2.9	5	-4	-3
CNC(=O)C[C@H]1C(=O)N(Cc2ccccc2)C[C@@H]1Cc1ccccc1	-0.3	nt	nt	0	1	-1.6	-4	-5	1
Cc1nnc(SCC(=O)N(C(C)C)C(C)C)nc1C	-0.9	0.9	nt	0	3	-2.2	-7	0	-1
CC(=O)N1N=C(c2ccco2)CC1c1ccc(Br)cc1 (configuration not stated)	0.8	2.0	nt	2	-2	-0.3	15	-8	8
CC(=O)c1cccc(N=Cc2c(O)ccc3ccccc23)c1	1.5	-0.2	7.1	-1	0	-1.0	-7	1	9
COC(=O)Nc1c(-c2ccccc2)nc2ccc(C)cn12	0.6	3.3	0.4	9	65*	-1.8	-21	-4	3
C[C@@H]1CN([C@@H](C)CO)C(=O)c2cc(NC(=O)CCN3CCOCC3)ccc2O[C@@H]1CN(C)C(=O)Nc1ccccc1	0.0	3.7	-2.5&-0.4	-3	1	-1.7	13	4	5
COC(=O)c1ccc(C(NC(=O)c2cccnc2)NC(=O)c2cccnc2)cc1	0.1	0.2	nt	3	2	-3.5	3	4	7
CCN(CC)CCNC(=O)C1c2ccccc2C(=O)N(CCOC)C1c1ccc(F)cc1 (configuration not stated)	-0.9	-0.9	-1.3	-13	-2	0.8	-4	-3	7
COc1ccc(/C(C)=N/Nc2nccnc2Cl)cc1	nt	0.6	0.7	nt	1	-0.2	-8	1	9
NN=C1c2ccccc2-c2ccc(N)cc21	-0.5	nt	-0.5	-5	0	-2.2	11	10	23
CCC(C(=O)NC(C)(C)C)N(C(=O)Cn1nnc(-c2ccccc2F)n1)c1cccc2c1CCCC2 (configuration not stated)	-0.8	1.6	-1.1	-2	0	0.1	-11	3	1
COc1cccc(OC)c1-c1cnc(NC(C)=O)cn1	0.1	nt	1.0	4	3	-0.8	-12	-8	4
CCOc1ccc(C2C(C(=O)c3ccc(C)o3)=C(O)C(=O)N2c2cc(C)on2)cc1OC (configuration not stated)	0.8	0.1	-1.7	-2	-2	-4.0	13	-5	5
COc1ccc(N2CCN(C(=O)COc3ccc(Cl)cc3Cl)CC2)cc1	-0.6	-0.2	-0.4	-21	-4	-1.4	3	1	9
C[N+](C)(C)CCOC(=O)CCC(=O)OCC[N+](C)(C)C	-0.5	2.7	-1.3	6	1	-2.9	6&-14	-6&10	-13
CCN(CC(=O)Nc1ccccc1OC)C(=O)COc1ccc2ccccc2c1	-0.8	-0.1	0.8	6	0	-3.5	6	-3	0
O=C(O)CN1C(=O)NC2NC(=O)NC21 (configuration not stated)	-0.4	0.8	-1.3	-3	0	-1.2	-4	-2	3
O/N=C1\CCCc2ccc(Cl)cc21	0.7	-1.7	nt	-8	-4	-2.3	0	6	7
C[C@H](CO)N1C[C@H](C)[C@@H](CN(C)C(=O)Nc2ccc3c(c2)OCO3)Oc2ccc(NC(=O)Nc3ccc4c(c3)OCO4)cc2C1=O	-1.5	1.1	-1.8	-16	0	2.8	-3	0	3
Cc1cc(/C=N/NC(=O)c2ccc(CN3CCOCC3)cc2)c(C)n1-c1ccccc1	-0.2	-0.5	-0.4	-1	-4	-5.2	6	-1	15
CNCCNC[C@H](Cc1cccc2ccccc12)NCCc1ccccc1	0.2	3.0	0.2	-26	2	-1.1	11	-2	-6
Cn1c(N)c(C(=O)COC(=O)CSc2ccc(Cl)cc2)c(=O)n(C)c1=O	-2.3	5.5	nt	-11	1	-3.6	14	7	5
Cc1ccc(NC(=O)CCc2c(C)[nH]c(=O)c(C#N)c2C)cc1	-2.0	-1.6	nt	11	2	-2.6	-9	2	5
Cc1ccc2c(c1)N(C)/C(=C/c1cccc[n+]1C)S2	2.2	2.8	-0.1	-4	-14	-3.5	-1	-6	-8
O=C(N/N=C/c1cccnc1)c1sc2ccccc2c1Cl	-0.3	-0.3	6.5	-6	0	-4.1	6	1	13
O=C1c2cccc3cccc(c23)C(=O)N1CCCSc1ncn[nH]1	-0.6	0.8	3.5	-5	4	-3.4	-12	-20	5
CN(CC(=O)Nc1ccccc1-c1ccccc1)C1CCCCC1	0.4	-0.4	-2.1	6	0	-1.3	10	7	-2
Cc1ccc(NC(=O)N/C=C/c2ccc(Cl)cc2)cc1	0.0	2.9	-1.3	3	1	-0.9	0	5	6
CCCCn1c(NC(=O)c2ccco2)c(S(=O)(=O)c2ccc(C)cc2)c2nc3ccccc3nc21	3.0	nt	nt	-12	96*	-1.0	-12	20	23

# Next part; the last four above are carried over.
SMILES	BoNT A protease	Mtb UGM inh	Mtb BioA inh	BoNT F protease	FBA Mtb inh	FadD28 FP inh	CCHF vOTU inh	PrPC surface inh	GDH-TPI inh
O=C1c2cccc3cccc(c23)C(=O)N1CCCSc1ncn[nH]1	-0.6	0.8	3.5	-5	4	-3.4	-12	-20	5
CN(CC(=O)Nc1ccccc1-c1ccccc1)C1CCCCC1	0.4	-0.4	-2.1	6	0	-1.3	10	7	-2
Cc1ccc(NC(=O)N/C=C/c2ccc(Cl)cc2)cc1	0.0	2.9	-1.3	3	1	-0.9	0	5	6
CCCCn1c(NC(=O)c2ccco2)c(S(=O)(=O)c2ccc(C)cc2)c2nc3ccccc3nc21	3.0	nt	nt	-12	96*	-1.0	-12	20	23
CCCC1=C(C(=O)OCC)C(c2cccs2)n2ncnc2N1 (configuration not stated)	-0.2	-1.8	nt	2	4	-2.4	2	-3	-6
O=C(NC(=O)c1ccccc1)C1=C(N2CCCC2)COC1=O	0.1	3.3	-0.3	5	1	-0.6	0	5	7
O=C(COC(=O)CCC(=O)c1ccc(F)cc1)Nc1cccc(S(=O)(=O)N2CCOCC2)c1	-0.4	-3.2	-0.7	5	-1	0.0	11	-8	7
CCN(CC)C(=O)Cn1cnc2c1c(=O)n(C)c(=O)n2C	nt	1.5	-1.2	nt	4	1.5	-10	-4	2
COCCNC(=O)C(OC(=O)c1cccs1)c1ccccc1 (configuration not stated)	-3.5	0.6	1.7	-40	-2	-2.8	0	-2	-8
NNC(=O)[C@H](Cc1ccccc1)NC(=O)NCCc1ccccc1	0.2	0.2	-2.1	-6	3	-0.7	10	4	5
Cc1nnc(SCC(=O)NC(C)(C)C)n1C1CCCCC1	3.3	-1.9	nt	40*	5	-1.9	8	-3	6
O=C(NCc1ccccn1)c1ccc(NS(=O)(=O)c2cccc([N+](=O)[O-])c2)cc1	-0.5	-1.5	-0.1	-11	0	-1.5	12	-3	2
Cc1cccc(C(=O)N2CCN(c3ccc([N+](=O)[O-])c(N4CCOCC4)c3)CC2)c1	0.2	-0.1	3.0	-10	-14	-1.5	8	-28	22
CCCOc1ncnc2c1sc1nc3c(cc12)COC(C)(C)C3	0.4	-1.1	-4.9	-5	3	0.6	21	2	8
Cc1ccc(S(=O)(=O)NCCC(=O)Nc2ccc(S(=O)(=O)NC(C)C)cc2)cc1	-1.8	1.1	-1.1	14	2	1.5	12	8	1
